ELG1 genotox – induces genotoxicity in HEK293T cells with luciferase-tagged ELG1 | HEK293T ELG1-luciferase reporter, luminescence, 16 h | Potency, µM (titrated, usually from 46 µM), inactives show at the highest dose activity change, positive = activation, actives largely listed as activators | 330,000 tested, 1.3% active; note: potency is the fitted concentration of half-maximal effect; % of control where 0% means no effect; nearly all actives have a fitted effect of over 60% in size
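Screening used a luciferase reporter fused to human ELG1 in HEK293T cells. Luminescence was read on a CCD plate imager after 16 hr exposure and 30 min ONE-Glo incubation.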
PKM2 activator – increases activity of human pyruvate kinase M2; Potency, µM (highest dose often 57.5 µM), inactives show at the top dose activation, hits mostly activators; purified PKM2, Kinase-Glo ATP luminescence, activation; response scale: 0% is enzyme alone, no compound; 260,000 tested, 0.34% active; note: potency is the fitted concentration of half-maximal effect; % is set by controls: 0 for no effect and ±100 for the full control effect; nearly all actives have a fitted effect of over 55% in size
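hPK-M2, >95% pure; 0.1 mM ADP / 0.5 mM PEP final; imidazole pH7.2 buffer w/ 7 mM MgCl2, 50 mM KCl; 1 h RT; Kinase-Glo lum. Intermediate enzyme activity for dual inhibitor/activator qHTS.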
FLuc counter – firefly luciferase modulation, counter-screen for miR-21 project; P08659; purified FLuc, Km substrates, luminescence inhibition; Potency, µM (top dose mostly 57.5 µM), for inactives: at the highest dose activity change, negative = inhibition, usual class: inhibitors; 360,000 tested, 6.9% active; AID 588342;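 note: potency is the fitted concentration of half-maximal effect; plate controls were vehicle for no effect and reference inhibitor for full effect; nearly all actives have a fitted effect of over 55% in size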
Target sequence (P08659 whole entry, looked up): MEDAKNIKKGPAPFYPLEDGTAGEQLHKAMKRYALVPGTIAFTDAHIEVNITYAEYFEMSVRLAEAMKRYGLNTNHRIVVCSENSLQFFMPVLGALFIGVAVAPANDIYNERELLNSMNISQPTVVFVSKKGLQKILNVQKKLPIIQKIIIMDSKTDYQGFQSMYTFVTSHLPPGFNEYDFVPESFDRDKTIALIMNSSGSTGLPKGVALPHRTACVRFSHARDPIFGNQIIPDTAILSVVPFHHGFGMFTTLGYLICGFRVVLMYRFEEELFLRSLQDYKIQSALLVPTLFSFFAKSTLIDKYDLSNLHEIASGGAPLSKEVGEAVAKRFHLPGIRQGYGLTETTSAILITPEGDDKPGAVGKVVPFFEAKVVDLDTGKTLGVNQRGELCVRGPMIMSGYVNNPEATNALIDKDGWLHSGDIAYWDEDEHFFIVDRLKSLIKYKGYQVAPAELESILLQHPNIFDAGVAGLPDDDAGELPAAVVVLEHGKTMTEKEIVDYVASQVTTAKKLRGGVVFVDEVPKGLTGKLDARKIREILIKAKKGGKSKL
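Purified P. pyralis luciferase (10nM final) with 10uM D-luciferin and 10uM ATP (Km levels) in 50mM Tris acetate pH 7.5, 10mM Mg acetate, 0.01% Tween-20, 0.05% BSA; qHTS 6-point titration, ~60 µM downward; luminescence read.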
NPC1 prom act – activators of NPC1 promoter. Huh7 NPC1 promoter luciferase reporter, 24 h. Potency, µM (series often up to 9.22 µM), for inactives: at the top dose activation, actives largely listed as activators. 320,000 tested, 2.4% active;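 note: potency is the fitted concentration of half-maximal effect; % of control where 0% means no effect; nearly all actives have a fitted effect of over 60% in size; reporter is driven by a mutant NPC1 promoter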
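Quantitative HTS used a cell-based reporter: Huh7 cells stably bearing the NPC1 promoter upstream of luciferase were treated with compounds for 24 h, and promoter activation was read as luminescence.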
BRCA1 expr up – activators of BRCA1 expression. 380,000 tested, 1.1% active. AID 624202. MCF7-BRCA1-FFLuc reporter, luminescence, 48 h; response scale: scaled: vehicle 0%, 10 µM genistein 100%. Potency, µM (series often up to 46.1 µM), without a hit: at the highest dose activation, usual class: activators; note: potency is the fitted concentration of half-maximal effect; nearly all actives have a fitted effect of over 80% in size; some results filed as inactive show a strong effect at the top dose
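Cells: MCF7-BRCA1-FFLuc, 2000/well. Exposure: 48 h, 37 °C, 5% CO2. Read: luminescence, 15 min post-substrate. Controls: genistein 10 microM (maximal activation), DMSO (neutral).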
Giardia kill – Giardia lamblia killing | activity change, % at 7.66 µM, hits read low | AID 540267 | Giardia lamblia trophozoite viability | 340,000 tested, 0.15% active; in the data active = activity change below about -80%; inconclusive = between about -30% and that limit;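 note: parasites exposed to compound for two days anaerobically before the ATP read; % is set by controls: 0 for no effect and ±100 for the full control effect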
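Media and compound were dispensed first, then trophozoites at 100 cells/well; plates sat 48 hrs at 37 deg C without oxygen before ATP luminescence reagent was added and read after 15-30 min at room temperature.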
RORgamma inh – ROR gamma (mouse) transcription inhibition; P51450; Drosophila S2 Gal4-RORgamma UAS-luciferase reporter, 20 h; Potency, µM (top dose mostly 53.6 µM), for the others: top-dose activity change, negative = inhibition, most hits filed as inhibitors; 310,000 tested, 5.4% active; note: potency is the fitted concentration of half-maximal effect; % is set by controls: 0 for no effect and ±100 for the full control effect; nearly all actives have a fitted effect of over 60% in size
Target sequence (P51450 whole entry, looked up, the tested form may be a part): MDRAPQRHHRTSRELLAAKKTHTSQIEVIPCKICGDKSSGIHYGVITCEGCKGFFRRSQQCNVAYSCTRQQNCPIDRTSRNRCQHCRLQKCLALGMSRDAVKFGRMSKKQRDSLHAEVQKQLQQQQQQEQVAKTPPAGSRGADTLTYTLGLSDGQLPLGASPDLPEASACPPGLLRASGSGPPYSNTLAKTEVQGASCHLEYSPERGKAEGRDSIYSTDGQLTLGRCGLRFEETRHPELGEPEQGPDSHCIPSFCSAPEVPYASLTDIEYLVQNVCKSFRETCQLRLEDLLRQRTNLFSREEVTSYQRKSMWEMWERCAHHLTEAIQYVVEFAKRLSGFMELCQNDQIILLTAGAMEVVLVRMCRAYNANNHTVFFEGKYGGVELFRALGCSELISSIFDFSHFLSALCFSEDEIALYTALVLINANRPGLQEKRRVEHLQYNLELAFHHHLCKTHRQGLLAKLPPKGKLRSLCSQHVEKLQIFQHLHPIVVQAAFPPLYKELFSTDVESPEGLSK
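Read-out: Photinus luciferase luminescence; inhibitors lower reporter signal. Insect Schneider cells with Gal4-ROR gamma fusion under metallothionein promoter, UAS reporter; 700 uM final copper sulfate induction, 20 hr, ambient temperature.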
VP16 counter – Gal4-VP16 reporter inhibition counter-screen | Drosophila S2 Gal4-VP16 UAS-luciferase, luminescence, 20 h | Potency, µM (series often up to 53.6 µM), inactives show at the top dose activity, negative = inhibition, usual class: inhibitors | 310,000 tested, 3.5% active | AID 2546;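 note: Gal4-VP16 expression switched on by copper sulfate through the metallothionein promoter; potency is the fitted concentration of half-maximal effect; % is set by controls: 0 for no effect and ±100 for the full control effect; nearly all actives have a fitted effect of over 50% in size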
Rab9 promoter act – Rab9 promoter activation; Potency, µM (top dose mostly 9.22 µM), for inactives: at the top dose activation, negative = inhibition, hits mostly activators; AID 485297; 320,000 tested, 2.8% active; Huh7 Rab9 promoter-luciferase reporter, luminescence, 24 h; note: potency is the fitted concentration of half-maximal effect; % of control where 0% means no effect; nearly all actives have a fitted effect of over 60% in size
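Measured in stably transfected Huh7 cells bearing a Rab9 promoter–luciferase construct: 24 h compound treatment at 37 °C, followed by luminescence detection.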
p53 reactivation – mutant p53 re-activation in reporter cells; AID 504706; H1299 p53-A138V BP100-luciferase reporter, luminescence, 24 h; Potency, µM (highest dose often 92.2 µM), without a hit: top-dose activity change, positive = activation, hits mostly activators; 320,000 tested, 0.063% active; note: potency is the fitted concentration of half-maximal effect; % of control where 0% means no effect; nearly all actives have a fitted effect of over 45% in size
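p53-null H1299 cells stably carrying temperature-sensitive p53-A138V and a BP100-luciferase reporter were pinned with compounds (4-point, 1:5 series) and held 24 hrs at 37 deg C. Luminescence was read 10 min after detection reagent.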
Menin-MLL TR inh – menin-MLL binding inhibition, Texas Red mutant peptide | Menin + Texas Red MLL mutant peptide, fluorescence polarization | Potency, µM (series often up to 61.6 µM), without a hit: top-dose FP activity change, negative = inhibition, actives largely listed as inhibitors | O00255 | 270,000 tested, 0.23% active; active = well fitted inhibition curve with a large enough effect in the polarisation, with a control signal flat, not every such curve was filed as active; inconclusive = small, poorly fitted or top-dose-only effect, or effect the other way, or a change in a side signal; inactive = no such curve, though single readings can be large or run the other way; the % refers to the polarisation; note: potency is the fitted concentration of half-maximal effect; % of control where 0% means no effect; many of its hits are not listed in these tables
Numbers without * were called inactive; ? = inconclusive; . = not tested or not shown; [ ] = another dose, or the depositor's remark. Unless noted, calls come from the whole dose curve; as a rule, active = well fitted curve in the direction sought with a large enough effect; inconclusive = small, poorly fitted or top-dose-only effect, or another doubt; inactive = no such curve, though single readings can be large; an effect the other way counts as inactive or inconclusive. Not all compounds are listed (hit frequency here may not be typical).

SMILES	ELG1 genotox	PKM2 activator	FLuc counter	NPC1 prom act	BRCA1 expr up	Giardia kill	RORgamma inh	VP16 counter	Rab9 promoter act	p53 reactivation	Menin-MLL TR inh
COc1ccccc1S(=O)(=O)N1CCN(S(=O)(=O)c2ccccc2C#N)CC1	1%	2µM*	0%	1%	0%	-5	20%	3%	-3%	-2%	-11%
COc1ccc([N+](=O)[O-])cc1NC(=O)CCNC(=O)Cn1ccc2ccccc2c1=O	3%	5%	3%	-8%	-18%	-21	1%	-6%	-6%	-1%	-2%
CCCc1cc(=O)[nH]c2nnc(SCC(=O)Nc3ccc(C(C)=O)cc3)n12	1%	.	1%	-3%	-3%	1	.	.	1%	6%	.
CC(Oc1ccccc1)C(=O)N=C1SC2CS(=O)(=O)CC2N1c1cccc(F)c1 (configuration not stated)	4%	.	-1%	-2%	-5%	-4	5%	-7%	2%	2%	.
COCCn1nnnc1C(c1ccccn1)N1CCN(c2cc(Cl)ccc2C)CC1 (configuration not stated)	-9%	0%	3%[2.3 µM]	-3%	-11%	14	-27%	3%	-3%	-1%	-24%
COC(=O)c1cc(=O)n(Cc2ccco2)c(=Nc2ccc(F)cc2)s1	-1%	7%	0%	1%	-76%	-10	?	?	0%	-12%	28%
Cc1cc2ccccc2c(=O)n1CC(=O)NCc1ccco1	1%	-14%	-2%	6%	10%	3	-6%	-1%	0%[1.84 µM]	1%	0%
COc1ccccc1S(=O)(=O)Cc1ccc(C(=O)NC2CCCCC2)o1	1%	0%	1%	-5%	-4%	0	38%	-7%	-3%	-6%	-6%
CC1=C(C(=O)NCc2ccccc2)C(c2cccs2)NC(=S)N1 (configuration not stated)	3%	3%	1%	-8%	-17%	-23	-1%	-9%	1%	4%	13%
COc1cccc(-c2nc(C#N)c(N3CCN(C(=O)c4ccco4)CC3)o2)c1	-1%	-11%	-13%	-2%	-3%	24	7%	3%	3%	6%	.
COc1ccc(Cc2noc(COc3ccc(Cl)cc3)n2)cc1	-16%	6%	-5%	-1%	2%	20	0%	12%	-1%	-5%	.
CC1CCN(C(=O)C(NS(=O)(=O)c2cccc3nsnc23)C(C)C)CC1 (configuration not stated)	0%	.	3%	-8%	12%	6	-8%	7%	-4%	-4%	.
Cc1cc(=O)[nH]c(SCC(=O)N2C(C)CCCC2C)n1 (configuration not stated)	6%	.	0%	0%	0%	9	-2%	-8%	3%	1%	.
CCCC(C)NC(=O)CSc1nc2ccc(C)cc2[nH]1 (configuration not stated)	-5%	0%	3%	-5%	0%	5	-10%	2%	-2%	-5%	1%
O=C(O)c1ccc2c(c1)C(=O)N([C@H](Cc1ccc3ccccc3c1)C(=O)O)C2=O	.	.	3%	-2%	.	.	-2%	-3%	3%	.	?
COc1ccc(/C=C(/NC(=O)c2ccccc2)C(=O)N2CCCCC2)cc1	3%	.	-5%	-2%	14%	-15	21%	3%	1%	2%	.
COc1cc2c(cc1OC)C1O[C@](c3ccsc3)(C2)Oc2cc(-c3ccccc3)oc(=O)c21	.	1%[11.5 µM]	1%[11.5 µM]	-2%[1.84 µM]	.	.	11%[10 µM]	1%[10 µM]	3%[1.84 µM]	.	?
COc1ccc2c(c1)[nH]c1c(=O)n(/N=C/c3ccc(OC)c(COc4ccccn4)c3)cnc12	4%	3%	-2%	1%	10%	-12	?	-8%	-1%	-1%	13%
O=C(/C=C/c1ccccc1)NNC(=O)c1cccs1	1%	-12%	-17%	13%	23%	-4	-13%	-13%	21%	6%	16%
O=C(COc1ccc(Br)cc1CNCCc1ccccc1)NCc1ccccc1	-10%	0%	0%	-3%	-12%	-4	-37%	-3%	23%	2%	?
O=C(CSc1nnnn1-c1cccnc1)Nc1ccccc1F	2%	1%	-3%	11%	7%	-7	.	.	10%	.	5%
O=C(CS(=O)(=O)c1ccccc1)Nc1ccc(Br)cn1	1%	-5%	-11%	7%	68%	7	30%	2%	9%	?	2%
O=C(NCC1CCCO1)c1ccc(S(=O)(=O)Nc2ccc(F)cc2)cc1 (configuration not stated)	0%	.	10%	2%	-9%	-2	.	.	-3%	-2%	.
CC(OC(=O)c1nsc(Cl)c1Cl)C(=O)NCc1ccc2c(c1)OCO2 (configuration not stated)	-1%	0%	-18%	-1%	11%	7	6%	-1%	2%	-1%	5%
Cc1c(NC(=O)C(C)C)cccc1-c1nc2ncccc2o1	5%	0%	3%	-3%	0%	6	.	.	0%	.	-2%

Next part:
SMILES	ELG1 genotox	PKM2 activator	FLuc counter	NPC1 prom act	BRCA1 expr up	Giardia kill	RORgamma inh	VP16 counter	Rab9 promoter act	p53 reactivation	Menin-MLL TR inh
COc1cccc(N2CCN(CC(=O)C34CC5CC(CC(C5)C3)C4)CC2)c1	8%	6%	-1%	7%	-18%	-15	18%	1%	-2%	-1%	-2%
NS(=O)(=O)c1ccc(CCNC(=O)CC(NC(=O)c2ccccc2Cl)c2ccccc2)cc1 (configuration not stated)	1%	-6%	3%	1%	-5%	-6	16%	7%	-5%	7%	.
O=C(O)c1ccc(-n2cc(C(=O)c3ccccc3O)cn2)cc1	-12%	.	15µM*	10%	84%	14	34%	4%	12%	2%	18%
CC(C)N(C(=O)CSc1nc2ccccc2n1Cc1ccccc1F)C(C)C	-4%	7%	2%	2%	-51%	-13	?	?	-2%	6%	-19%
COc1cc(C2C3=C(CC(C)(C)CC3=O)N(C)C3=C2C(=O)CC(C)(C)C3)ccc1O	2%	-2%[11.5 µM]	-4%	1%	-3%	30	-13%	-4%	1%	-11%	-1%
COc1cc(CNCc2ccco2)ccc1OCc1ccccc1	2%	-4%	-17%	15%	41%	-4	21%	-7%	10%	?	7%
Cc1ccccc1C(=O)N1CCC(n2nccc2NC(=O)CCOc2ccccc2)CC1	0%	-7%	-13%	5%	-11%	6	-19%	4%	14%	-2%	.
COc1ccc(C(=O)N/N=C\c2ccc(OC)c(COc3ccccc3Br)c2)c(OC)c1	-13%	0%	5%	-6%	-30%	-13	-27%	-19%	-1%	-14%	-22%
Cc1ccccc1NC(=O)CSc1nnc(C)c2ccccc12	.	-1%	-7%	-1%	-3%	-12	-3%	5%	7%	.	39%[activator]
CC(=O)N(c1ccccc1)c1ccc([N+](=O)[O-])cc1[N+](=O)[O-]	-1%	-4%	2%	4%	-7%	-7	-37%	27%	2%	-1%	0%
CC1=Nc2ccccc2N=C(NC(=O)CSC(=S)N2CCN(C)CC2)C1c1ccccc1 (configuration not stated)	-6%	1%	4%	2%	-22%	-4	12%	16%	-2%	-4%	.
CC(Oc1ccc(Br)cc1)C(=O)NCc1ccccn1 (configuration not stated)	5%	0%	3%	-7%	-16%	13	2%	?	-10%	4%	-16%

Grouped by structure: the compounds so far with four or more nitrogen atoms (9)
SMILES	ELG1 genotox	PKM2 activator	FLuc counter	NPC1 prom act	BRCA1 expr up	Giardia kill	RORgamma inh	VP16 counter	Rab9 promoter act	p53 reactivation	Menin-MLL TR inh
COc1ccc([N+](=O)[O-])cc1NC(=O)CCNC(=O)Cn1ccc2ccccc2c1=O	3%	5%	3%	-8%	-18%	-21	1%	-6%	-6%	-1%	-2%
CCCc1cc(=O)[nH]c2nnc(SCC(=O)Nc3ccc(C(C)=O)cc3)n12	1%	.	1%	-3%	-3%	1	.	.	1%	6%	.
COCCn1nnnc1C(c1ccccn1)N1CCN(c2cc(Cl)ccc2C)CC1 (configuration not stated)	-9%	0%	3%[2.3 µM]	-3%	-11%	14	-27%	3%	-3%	-1%	-24%
COc1cccc(-c2nc(C#N)c(N3CCN(C(=O)c4ccco4)CC3)o2)c1	-1%	-11%	-13%	-2%	-3%	24	7%	3%	3%	6%	.
CC1CCN(C(=O)C(NS(=O)(=O)c2cccc3nsnc23)C(C)C)CC1 (configuration not stated)	0%	.	3%	-8%	12%	6	-8%	7%	-4%	-4%	.
COc1ccc2c(c1)[nH]c1c(=O)n(/N=C/c3ccc(OC)c(COc4ccccn4)c3)cnc12	4%	3%	-2%	1%	10%	-12	?	-8%	-1%	-1%	13%
O=C(CSc1nnnn1-c1cccnc1)Nc1ccccc1F	2%	1%	-3%	11%	7%	-7	.	.	10%	.	5%
Cc1ccccc1C(=O)N1CCC(n2nccc2NC(=O)CCOc2ccccc2)CC1	0%	-7%	-13%	5%	-11%	6	-19%	4%	14%	-2%	.
CC1=Nc2ccccc2N=C(NC(=O)CSC(=S)N2CCN(C)CC2)C1c1ccccc1 (configuration not stated)	-6%	1%	4%	2%	-22%	-4	12%	16%	-2%	-4%	.
